# Screening results deposited in PubChem by National Center for Advancing Translational Sciences (NCATS).
# APEX1 inh = blocks human APE1 abasic DNA cleavage | P27695 | recombinant APE1, TAMRA/BHQ-2 abasic DNA cleavage fluorescence | Potency, µM (highest dose often 65.8 µM), without a hit: top-dose activity change, negative = inhibition, actives largely listed as inhibitors | actives 0.35% (n = 350,000) | AID 2517;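 note: potency is the fitted concentration of half-maximal effect; plate controls were vehicle for no effect and reference inhibitor for full effect; nearly all actives have a fitted effect of over 55% in size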
#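 Compound pre-exposure to 0.75 nM APE1, 15 min at ambient temperature. Reaction initiated with 50 nM TAMRA/BHQ-2 THF substrate, read immediately in kinetic mode, 525 nm excitation, 598 nm emission.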
# PGK inhibitor = inhibitors of T. brucei phosphoglycerate kinase; P07378; PGK/GAPDH coupled, Kinase-Glo luminescence, 60 min; Potency, µM (series often up to 57.5 µM), without a hit: at the top dose activity change, negative = inhibition, most hits filed as inhibitors; actives 0.043% (n = 380,000); note: potency is the fitted concentration of half-maximal effect; % is set by controls: 0 for no effect and ±100 for the full control effect; nearly all actives have a fitted effect of over 60% in size
#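 Recombinant glycosomal PGK reaction used 1,3-bisphosphoglycerate generated in-well by GAPDH (100nM final) in 100mM TEA pH 7.6, 5mM MgCl2, 0.01% Tween-20. After 60 minutes at room temperature, ATP was read by Kinase-Glo Plus luminescence end-point.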
# Anesthetic bind = binds horse apoferritin like a general anesthetic | actives 0.074% (n = 350,000) | P02791 | Potency, µM (series often up to 77.5 µM), without a hit: at the highest dose activity change, negative = displacement, hits mostly inhibitors | apoferritin/1-aminoanthracene competitive binding, fluorescence | AID 485281; note: potency is the fitted concentration of half-maximal effect; % is set by controls: 0 for no effect and ±100 for the full control effect; nearly all actives have a fitted effect of over 20% in size
# Target sequence (P02791 2-175 limits assumed): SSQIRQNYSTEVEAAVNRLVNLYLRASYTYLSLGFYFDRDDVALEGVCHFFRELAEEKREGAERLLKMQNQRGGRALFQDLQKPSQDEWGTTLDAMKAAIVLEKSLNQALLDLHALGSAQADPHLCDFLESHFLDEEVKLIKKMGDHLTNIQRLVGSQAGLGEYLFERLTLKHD
#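 In PBS, apoferritin at 10 uM is loaded with 1-AMA from a 50% saturated solution. After 10 min of compound exposure at ambient temperature, reduced 535 nm fluorescence indicates probe displacement.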
# RXFP1 antagonist = blocks the human relaxin receptor RXFP1 | actives 0.59% (n = 350,000) | activity change, negative = inhibition, % at 57.5 µM | Q9HBX9 | HEK293-RXFP1, relaxin-stimulated cAMP HTRF, 30 min; stronger effect = lower value | AID 1259400;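 active = activity change of -60% or lower, but not beyond a set lower limit; inconclusive = change between -60% and -40%, or beyond the set limit; inactive = change above -40%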; note: % is set by controls: 0 for no effect and ±100 for the full control effect
# Pol eta inh = blocks human DNA polymerase eta activity; Q9Y253; recombinant Pol eta, fluorescent DNA replication assay; Potency, µM (doses to about 114 µM), for inactives: top-dose activity change, negative = inhibition, hits mostly inhibitors; actives 1.2% (n = 390,000); note: potency is the fitted concentration of half-maximal effect; % is set by controls: 0 for no effect and ±100 for the full control effect
#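 Fluorescent replication assay: 50 nM final substrate added after a 15 min room-temperature compound preincubation with 10 nM enzyme. Signal taken at 0 min and again at 10 min.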
# BLM inh = inhibitors of human Bloom syndrome helicase BLM | P54132 | recombinant BLM DNA unwinding, fluorescence dequenching | Potency, µM (highest dose often 56.1 µM), inactives show top-dose activity change, negative = inhibition, hits mostly inhibitors | actives 0.2% (n = 350,000);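 note: potency is the fitted concentration of half-maximal effect; plate controls were vehicle for no effect and no enzyme for full effect; nearly all actives have a fitted effect of over 35% in size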
# POLK inh = DNA polymerase kappa (human) inhibition; Q9UBT6; purified Pol kappa, fluorescent DNA synthesis assay, 10 min; Potency, µM (titrated, usually from 107 µM), for inactives: top-dose activity, negative = inhibition, hits mostly inhibitors; actives 0.53% (n = 400,000); AID 588579; note: potency is the fitted concentration of half-maximal effect; % is set by controls: 0 for no effect and ±100 for the full control effect
#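 Kinetic fluorescence screen: compound preincubated 15 min RT with 10 nM enzyme; 50 nM substrate (final) initiates; reads at 0/10 min.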
# POLI inh = inhibitors of human DNA polymerase iota; Q9UNA4; Pol iota fluorescent replication assay, 10 min; Potency, µM (top dose mostly 115 µM), for the others: at the highest dose activity, negative = inhibition, most hits filed as inhibitors; actives 1% (n = 390,000); note: potency is the fitted concentration of half-maximal effect
# Target sequence (Q9UNA4 whole entry, looked up): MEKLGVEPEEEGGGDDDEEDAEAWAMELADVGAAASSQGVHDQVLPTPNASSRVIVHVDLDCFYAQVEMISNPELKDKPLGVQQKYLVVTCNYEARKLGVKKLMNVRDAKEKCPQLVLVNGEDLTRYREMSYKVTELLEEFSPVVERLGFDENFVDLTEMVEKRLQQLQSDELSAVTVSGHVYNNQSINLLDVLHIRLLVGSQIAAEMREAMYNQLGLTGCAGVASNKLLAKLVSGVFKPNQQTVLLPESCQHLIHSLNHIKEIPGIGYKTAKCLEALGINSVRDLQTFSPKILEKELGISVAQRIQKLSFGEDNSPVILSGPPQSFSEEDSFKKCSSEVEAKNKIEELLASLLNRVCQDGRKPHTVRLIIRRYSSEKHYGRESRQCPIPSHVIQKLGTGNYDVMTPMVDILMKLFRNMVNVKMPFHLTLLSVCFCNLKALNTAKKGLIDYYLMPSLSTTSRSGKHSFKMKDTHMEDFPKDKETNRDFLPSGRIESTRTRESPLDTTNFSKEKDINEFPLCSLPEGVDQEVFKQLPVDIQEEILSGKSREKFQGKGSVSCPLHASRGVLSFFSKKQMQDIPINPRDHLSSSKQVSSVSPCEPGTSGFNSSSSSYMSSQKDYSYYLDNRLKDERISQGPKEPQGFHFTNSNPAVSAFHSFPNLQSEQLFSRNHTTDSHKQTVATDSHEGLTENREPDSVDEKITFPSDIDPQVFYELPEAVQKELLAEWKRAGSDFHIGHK
#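 Fluorescent replication assay read twice, at 0 min and 10 min after adding 50 nM (final) substrate. Enzyme (10 nM) and compounds were first incubated 15 min at room temperature; enzyme-free buffer wells were negative controls.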
# POLB inh = blocks human DNA polymerase beta activity. Pol beta primer extension/strand displacement, fluorescence kinetic. Potency, µM (doses to about 114 µM), without a hit: at the highest dose activity change, negative = inhibition, actives largely listed as inhibitors. actives 1.3% (n = 340,000); note: potency is the fitted concentration of half-maximal effect; % is set by controls: 0 for no effect and ±100 for the full control effect
#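 Reaction started by 50 nM substrate onto compound-treated Pol beta (10 nM, 15 min preincubation, room temperature); plates read at 0 min and 10 min. Normalized concentration-effect data fitted by four-parameter Hill equation.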
# * = called active by the depositor; i = inactive; ? = inconclusive; . = not tested or not shown; & = joins results of further samples; [ ] = dose if it differs, or a comment. Unless noted, calls come from the whole dose curve; as a rule, active = well fitted curve in the direction sought with a large enough effect; inconclusive = small, poorly fitted or top-dose-only effect, or another doubt; inactive = no such curve, though single readings can be large; an effect the other way counts as inactive or inconclusive.
Compound	POLK inh	APEX1 inh	Anesthetic bind	RXFP1 antagonist	PGK inhibitor	Pol eta inh	POLI inh	POLB inh	BLM inh
NC(=O)c1ccsc1NC(=O)c1cc(=O)c2ccccc2o1	3%	2%	5%	.	-2%	-4%	-11%	-24%	-17%
N/C(Cc1ccc([N+](=O)[O-])cc1)=N\OC(=O)COc1ccccc1Cl	-5%	-2%	-7%	1	i	-12%	-9%	?	-5%
O=C(c1ccccc1Cl)c1c(O)c2ccccc2oc1=O	5%	.	.	-1	-1%	-14%	12%	.	.
Cc1ccc(NC(=O)Cn2c(SCc3cccc(F)c3)nc3ccncc32)c(C)c1	-6%	.	-14%	.	-9%	-23%	29%	?	-10%
CCOc1ccc(OCC(=O)Nc2ccc(OC)cc2)cc1	-7%	2%	-5%	4	-5%	1%	3%	8%	-5%
COc1ccc(-n2nnc3c(=O)n(Cc4ccccc4C)cnc32)cc1	-1%	-4%	-4%	0	i	-9%	?	1%	1%
CCN1CCSc2ccc(C(=O)NCc3cc(Br)ccc3OC)cc21	-4%	47%[activator]	212%[activator]	2	i	-2%	-26%	-12%	-4%
CC(C)C[C@H]1CN=C(N(C)C)N1CC1CCCC1	-9%	-1%	.	.	5%	-10%	?	.	.
CN(C)c1ccc(/C=C/C#N)cc1	3%	-2%	7%	4	i	-2%	32%	13%	-3%
CCCN(CC(=O)Nc1ccc(F)c(F)c1F)C(=O)CCc1nc2ccccc2c(=O)[nH]1	4%	46%[activator]	.	-8	i	-19%	15%	.	.
Cc1cccc(C(=O)Nc2sc(-c3ccccc3)cc2C(=O)O)c1	-4%	-4%	1%	-8	?	?	4%	?	-5%
CCCc1[nH]nc2c1C(c1ccc(OC(=O)c3ccco3)cc1)C(C#N)=C(N)O2 (stereo not given)	-22%	-1%	-20%	-2	-3%	-7%	?	2%	-1%
COc1cc2c(cc1OC)C(C(=O)N1CCCC1)C(c1ccccc1F)N(C)C2=O (stereo not given)	-7%	7%	13%	14	-4%	9%	8%	-16%	-6%
CCn1cc(CN2CCN(Cc3ccc(OC)c(C)c3C)C(CCO)C2)c(C)n1 (stereo not given)	-12%	-2%	-7%	15	0%	8%	25%	14%	1%
O=C(C1CCC(Cn2c(=S)[nH]c3ccccc3c2=O)CC1)N1CCN(c2ccccc2)CC1 (stereo not given)	-4%	.	.	4	-4%	-10%	3%	.	.
CCC(C)(C)n1nnnc1C(c1cccnc1)N1CCCC(C)C1 (stereo not given)	5%	0%	-15%	9	-4%	-16%	22%	2%	-1%
COc1ccccc1N1CCN(S(=O)(=O)c2ccc3c4c(cccc24)C(=O)N3C)CC1	.	-2%	-1%	.	.	.	.	-5%	-4%
CCNC(=S)N1CCC(n2cnc3ccccc32)CC1	-3%	2%	-3%	3	4%	-13%	44%[activator]	-3%	0%
Cc1cc(OCC(O)CN2CCN(c3cccc(Cl)c3)CC2)ccc1Cl (stereo not given)	-11%	.	54%[activator]	-28	i	-22%	-7%	-14%	-12%
Cn1c(=O)c(C=Nc2ccccc2)c(O)c2ccccc21	.	0%	-18%	.	.	.	.	-5%	2%
C=CCOc1c(CNn2nnnc2N)cccc1OC	-5%	2%	13%	-4	-8%	-7%	13%	-2%	3%
COC(=O)c1ccc(=O)n(-c2ccc(OC)cc2)c1	2%	-9%	-8%	-16	-6%	-4%	-10%	20%	0%
COC(=O)c1ccc(-n2nnnc2SCC(=O)Nc2ccccc2F)cc1	-10%	-13%	1%	1	5%	-7%	-9%	-19%	-7%
O=c1c(-c2ccco2)[n+]([O-])c2ccccc2n1OCc1ccccc1[N+](=O)[O-]	-13%	-3%	-12%	-4	-7%	-19%	17%	-24%	-11%
CCN(CC)CCNC(=O)c1cc2c(=O)n(C)c3ccccc3c2n1C	-1%	?	-5%	.	-2%	-10%	-28%	20%	46%[activator]
CCn1nnc(NC(=O)c2sc3ccccc3c2Cl)n1	-22%	-2%	-15%	-2	-9%	5%	13%	-25%	1%
CCOc1ccc(/C=N/NC(=O)Cc2csc(Nc3cccc(C(F)(F)F)c3)n2)c(OCC)c1	-14%	-6%	?	-7	-1%	-16%	?	12%	-16%
COc1ccc(NC(=O)CN(C)C(=O)c2ccc(=O)[nH]c2)cc1	0%	-12%	-9%	10	-8%	-13%	11%	1%	1%
CCn1ncc([N+](=O)[O-])c1C(=O)Nc1ccc(C)c(C)c1	-1%	-10%	-9%	-2	-2%	-11%	-24%	6%	-7%
COc1cccc2cc(C(=O)Oc3ccccc3)c(=O)oc12	-13%	-9%	6%	7	-7%	?	0%	89µM*	-4%
CCCCn1c(N)c(N(CC(C)C)C(=O)CSc2ccc3c(c2)OCCO3)c(=O)[nH]c1=O	18%	17%	.	-6	-5%	-6%	37%[activator]	.	.
CC(=O)N1CCC2(CC1)CC(=O)c1cc(OCC(=O)N3CCOCC3)ccc1O2	12%	11%	282%[activator]	-2	i	-10%	40%[activator]	-12%	-5%
Cc1ccccc1-n1c(=O)c2ccccc2n2cnnc12	-13%	0%	-9%	3	1%	-10%	19%	-1%	-5%
CCOc1ccc(C(=O)Nc2cc(=O)n(C)c(=O)n2C)cc1	-7%	.	.	.	5%	-7%	-6%	.	.
CCN(CC)C(=O)c1[nH]cnc1C(=O)N[C@@H](CCCCNC(=O)OC(C)(C)C)C(=O)OC(C)(C)C	-8%	6%	-9%	.	1%	-10%	8%	-10%	-1%
COCCCn1c(=O)c2sccc2n2c(CCCC(=O)Nc3cccc(OC)c3)nnc12	-13%	.	-4%	6	6%	-14%	12%	-4%	2%
COc1ccc(C2C(C(=O)NCc3ccccc3)=C(C)Nc3ncnn32)cc1OC (stereo not given)	-16%	2%	-1%	-15	0%	0%	7%	-21%	-2%
C=CCN(CC=C)C(=O)COC(=O)c1ccc(Sc2ncn[nH]2)c([N+](=O)[O-])c1	-14%	?	?	-4	i	-19%	42%[activator]	?	-2%
Cc1cccc(N2CCN(S(=O)(=O)c3cccc4nonc34)CC2C)c1 (stereo not given)	-11%	-3%	-12%	1	4%	-21%	61%[activator]	5%	1%
O=C(COc1ccc(/C=N/NC(=O)c2ccccc2)cc1)Nc1ccc([N+](=O)[O-])cc1	-9%	14%	-1%	-18	-3%	-7%	26%	38%	-5%
COc1ccc(-c2c3c(=O)n(C)c(=O)n(C)c3cn2NC(C)=O)cc1	-14%	-2%	-6%	-1	-6%	3%	-4%	35%	-2%
COc1ccc(CC(=O)N(Cc2ccccc2)C(C)C)cc1	-1%	67%[activator]	-18%	-1	-3%	-17%	20%	14%	-5%
O=C1CC2(CCN(C(=O)COc3ccc(F)cc3)CC2)Oc2ccccc21	13%	28%	.	18	i	-11%	41%[activator]	.	.
Cc1ccc(C(=O)Cn2nnc(-c3ccccc3)n2)cc1	-9%	2%	-18%	1	-6%	-11%	-24%[58.9 µM]	2%	-8%
O=[N+]([O-])c1ccc(OC(F)F)c(/C=N/n2cnnc2)c1	1%	3%	10%	-14	i	-21%	16%	5%	-1%

# Profiles as entered above. Values in the order: POLK inh | APEX1 inh | Anesthetic bind | RXFP1 antagonist | PGK inhibitor | Pol eta inh | POLI inh | POLB inh | BLM inh
# COc1ccc(CC(=O)N(Cc2ccccc2)C(C)C)cc1 in the list: -1% | 67%[activator] | -18% | -1 | -3% | -17% | 20% | 14% | -5%
# CCOc1ccc(C(=O)Nc2cc(=O)n(C)c(=O)n2C)cc1 in the list: -7% | . | . | . | 5% | -7% | -6% | . | .

# Continuation.
Compound	POLK inh	APEX1 inh	Anesthetic bind	RXFP1 antagonist	PGK inhibitor	Pol eta inh	POLI inh	POLB inh	BLM inh
N#Cc1cccnc1N1CCN(C(=O)c2ccccc2)CC1	-12%	16%	-8%	-4	3%	-1%	-8%	19%	-1%
CN1CCN(NC(=O)c2cccs2)CC1	-10%	3%	-4%	0	1%	-3%	65%[activator]	2%	-3%
N#Cc1ccccc1CN1C(=O)c2ccccc2S1(=O)=O	-3%	2%	-15%	14	-4%	4%	12%	10%	-2%
Cc1[nH][nH]c(=O)c1C=Nc1ccc(C(F)(F)F)cc1	8%	-4%	-12%	-5	-4%	9%	-10%	-1%	-8%
Cc1cc(=O)oc2cc(OCC(=O)OCC(=O)Nc3ccc4ccccc4c3)ccc12	-7%	5%	-13%	-1	0%	-20%	7%	2%	7%
O=C(CN1CCOCC1)Nc1ccc2c(c1)OCCO2	7%	-5%	-2%	-9	-11%	-9%	18%	16%	-2%
COc1ccc(CNC(=O)c2ccc(CNc3c(NC4CCCCC4)c(=O)c3=O)cc2)cc1	-14%	2%	2%	.	i	-15%	20%	-19%	-5%
O=C(CC(c1ccccc1)c1ccccc1O)N1CCCCC1 (stereo not given)	5%	-5%	-13%	0	0%	-4%	-15%	-2%	0%
O=C(COCc1cc(-c2ccc3c(c2)OCO3)on1)Nc1cccnc1Cl	0%	61%[activator]	-5%	9	-2%	-3%	?	28%	0%
Fc1ccccc1C1c2cccn2CCN1C(=S)Nc1cccc(Br)c1 (stereo not given)	-4%	8%	-2%	-17	1%	-12%	85%[activator]	35%	-15%
COc1ccc2nc(SCC(=O)N3CCCCC3)c(C#N)cc2c1	-14%	19%	-14%	2	13%	4%	26%	-18%	-5%
CCNc1nc(NC(C)C)nc(N(C#N)CC(=O)OC)n1	0%	2%	-2%	-7	-3%	-17%	136%[activator]	-3%	-1%
O=C(O)c1cc(-c2ccc(-c3c(-c4ccc5c(c4)OCO5)noc3-c3ccsc3)cc2)nc2ccccc12	-30%&-2%	23%	-14%	.	-4%	79µM*	?	-15%	-8%
OCc1ccccc1O[C@@H]1O[C@H](CO)[C@@H](O)[C@H](O)[C@H]1O	26%	-16%&-3%	-5%	.	-3%	-13%	32%[activator]	1%	-2%&1%

# An excerpt; rates above refer to the full screens.
